Bioassay records deposited in PubChem BioAssay by National Center for Advancing Translational Sciences (NCATS).
GAA inh: alpha-glucosidase (human) inhibition. purified human GAA, 4-MU-alpha-glucoside fluorescence. Potency, µM (highest dose often 76.9 µM), without a hit: top-dose activity change, negative = inhibition, most hits filed as inhibitors. 0.005% of 200,000 active;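 also: plate controls were uninhibited enzyme wells for no effect and no-enzyme background for full effect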
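Activity normalized between no-enzyme (basal) and enzyme-only wells. Conditions: 4 nM human enzyme, 400 uM fluorogenic substrate, citrate/phosphate pH 5.0 with Tween-20, 20 min room temperature, compounds up to 77 uM.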
HTT cytoprotect: Huntington cell model cytoprotection by ATP luminescence. PC12 HTT-Q103 induced, cytoprotection, ATP luminescence, 40 h. Potency, µM (top dose mostly 56.4 µM), without a hit: cytoprotection (ATP increase), actives largely listed as activators. 0.14% of 230,000 active. AID 1471;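 also: % of control where 0% means no effect; nearly all actives have a fitted effect of over 45% in size; toxic huntingtin expression switched on by the ecdysone agonist tebufenozide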
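PC12 cells stably carrying ecdysone-inducible Htt exon 1 (Q103)–GFP were induced with 100 nM tebufenozide (final) alongside library compounds in a dose series. Cytoprotection was scored as retained ATP by ATPlite luminescence.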
IMPase Li inh: IMPase inhibition in cells with lithium potentiation; CHO-M1 cells, IP1 TR-FRET (IP-One), carbachol + lithium; Potency, µM (series often up to 59.4 µM), without a hit: top-dose activity, negative = IMPase inhibition, usual class: inhibitors; 0.35% of 210,000 active; AID 1457;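 also: IP1 builds up when IMPase is blocked and the TR-FRET signal falls; plate controls were basal vehicle for no effect and high inhibitor control for full effect; nearly all actives have a fitted effect of over 50% in size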
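IP1 accumulation measured by competitive TR-FRET in lysed CHO-M1 cells after 30 min compound exposure at 37C, with a small lithium addition to potentiate weak responses. Hill-equation AC50 from ratio and donor-channel data.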
HttQ103 aggreg: inhibitors of mutant huntingtin aggregate formation in PC12 cells; AID 1688; 1.1% of 220,000 active; PC12 HttQ103-GFP aggregates, Acumen cytometry, 40 h; Potency, µM (doses to about 46.1 µM), inactives show top-dose activity change, negative = inhibition, actives largely listed as inhibitors; also: % is scaled to controls: 0 for no effect and ±100 for the full control effect; nearly all actives have a fitted effect of over 60% in size
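PC12/HTTQ103-GFP, ecdysone-inducible; teb 100 nM; cpd qHTS titration; GFP aggregates read on laser cytometer, Ex 488/Em 500-530 nm.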
GAA glycogen mod: alters human alpha-glucosidase cleavage of glycogen; recombinant GAA, glycogen substrate, Amplex Red glucose oxidase fluorescence; Potency, µM (highest dose often 76.4 µM), inactives show at the top dose activity change, negative = inhibition, hits mostly inhibitors; AID 2100; 0.38% of 300,000 active;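 also: 0% = full enzyme reaction and -100% = no-enzyme basal signal; the screen sought inhibitors and activators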
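Recombinant enzyme (4 nM final) with compounds titrated up to 77 uM and bovine liver glycogen (30 ug) in citrate pH 5.0, 0.01% Tween-20, 37 C 40 min. Released glucose detected by Amplex Red/glucose oxidase (Ex 573/Em 610); AC50 from Hill fits.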
RGS12 GoLoco inh: RGS12 GoLoco-Gai1 interaction inhibition | Potency, µM (titrated, usually from 61.6 µM), for inactives: at the highest dose activity, negative = inhibition, usual class: inhibitors | P63096 | 0.44% of 230,000 active | Gai1:RGS12 GoLoco peptide FP, rhodamine, 10 min; active = well fitted inhibition curve with a large enough effect, not every such curve was filed as active; inactive = no such curve, though single readings can be large or run the other way; also: % is scaled to controls: 0 for no effect and ±100 for the full control effect; nearly all actives have a fitted effect of over 30% in size; many of its hits are not listed in these tables
Target sequence (P63096 whole entry, looked up): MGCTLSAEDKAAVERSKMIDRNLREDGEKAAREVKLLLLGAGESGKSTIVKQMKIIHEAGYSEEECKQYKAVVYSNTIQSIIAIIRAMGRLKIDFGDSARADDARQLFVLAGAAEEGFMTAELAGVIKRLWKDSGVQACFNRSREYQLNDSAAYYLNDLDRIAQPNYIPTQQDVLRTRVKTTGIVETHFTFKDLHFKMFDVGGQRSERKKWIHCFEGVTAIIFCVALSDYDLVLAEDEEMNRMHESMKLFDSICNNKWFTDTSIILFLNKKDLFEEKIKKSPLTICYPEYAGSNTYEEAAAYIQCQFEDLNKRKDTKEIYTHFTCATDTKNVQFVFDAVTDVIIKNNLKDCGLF
aGlu spleen mod: inhibits or activates alpha-glucosidase in human spleen homogenate | Potency, µM (series often up to 79.9 µM), for the others: top-dose activity change, negative = inhibition, actives largely listed as inhibitors | human spleen homogenate, 4-MU-alpha-glucoside fluorescence | 0.006% of 240,000 active;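 also: 0% = enzyme with vehicle and -100% = no enzyme basal signal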
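Human spleen homogenate (1 ug) incubated with compounds and 1 mM 4-methylumbelliferyl-alpha-D-glucopyranoside in pH 5.0 citrate/phosphate buffer, 37 C, 40 min. Stopped at pH 10; 4-MU fluorescence (Ex 365/Em 440 nm); AC50 by Hill fit.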
Starred values were filed as active, the others as inactive; ? = inconclusive; . = not tested or not shown; [ ] = another dose, or the depositor's remark. Unless noted, calls follow the shape of the dose curve; as a rule, active = well fitted curve in the direction sought with a large enough effect; inconclusive = small, poorly fitted or top-dose-only effect, or another doubt; inactive = no such curve, though single readings can be large; an effect the other way counts as inactive or inconclusive. Potency is read from the fitted curve at half-maximal effect.

nr	Structure	GAA inh	HTT cytoprotect	IMPase Li inh	HttQ103 aggreg	GAA glycogen mod	RGS12 GoLoco inh	aGlu spleen mod
1	CCCCCCN(C(=O)CCl)c1ccccc1	.	17%[10 µM]	.	-7%[9.22 µM]	-1%	11%	-1%
2	COc1ccc(CCNC(=O)CSc2nnnn2-c2ccccc2)cc1	-2%	1%	2%[38.3 µM]	-4%[9.22 µM]	-14%	1%	-13%
3	Cc1c(-c2ccccc2)n[nH]c1C(=O)NN	2%	.	-7%	21%	-14%	-1%	6%
4	O=C1CC(c2ccccc2)NC(=O)N1 (centres undefined)	-9%	-3%[10 µM]	18%[38.3 µM]	-4%	3%	14%	-4%
5	Cc1cccc(C(=O)NC2=NCCS2)c1	-2%	-7%[10 µM]	12%	-3%[9.22 µM]	-9%	2%	1%
6	Cc1ccc(-n2c(SCC(=O)NCc3ccco3)nc3nc4c(cc3c2=O)COC(C)(C)C4)cc1	-4%	5%	.	-30%	-17%	.	3%
7	CCn1c(C)csc1=NC(=O)c1ccccc1	0%	-5%	-3%[38.3 µM]	2%	2%	-1%	5%
8	COCCCn1c2nc3ccccc3nc2c2c(=O)n(-c3ccccc3OC)cnc21	4%	-19%[0.074 µM]	25%[38.3 µM]	-7%	5%	12%	-3%
9	c1ccc(-c2noc(-c3ccc4c(c3)OCO4)n2)nc1	4%	-180%[inhibitor][0.074 µM]	61%[activator][38.3 µM]	19%	-3%	2%	7%
10	CC1CCCCC1NC(=O)c1ccc(S(=O)(=O)NNC(=O)c2ccncc2)cc1 (centres undefined)	.	-11%[10 µM]	.	10%[9.22 µM]	?	-9%	5%
11	COc1cc(C(=O)Nc2cccc(-c3nncn3C)c2)cc(OC)c1OC	0%	9%[1.9 µM]	6%[38.3 µM]	-14%	0%	-4%	-2%
12	Cc1ccc(CN2CCS(=O)(=O)CC2)o1	-2%	-8%	-3%	20%	2%	-3%	.
13	COc1ccccc1C(=O)NC(C)C(c1cccs1)N1CCOCC1 (centres undefined)	-7%	7%[10 µM]	-7%[38.3 µM]	-7%	3%	1%	-3%
14	N=C(N)Cc1ccccc1Sc1ccccc1	-3%	.	5%	7%	-6%	-7%	-6%
15	O=C(NCc1ccco1)c1ccc(NC(=O)C2COc3ccccc3O2)cc1 (centres undefined)	-13%	-7%	26%[38.3 µM]	-8%	0%	1%	-25%
16	CC(C)SCc1cc(N2CCCC2)nc(-c2ccccc2)n1	-3%	-4%[10 µM]	18%	?	1%	10%	-8%
17	O=C1c2ccccc2C(=O)c2c(NC3CCCCC3)ccc(Nc3ccc(S(=O)(=O)O)cc3)c21	.	-4%[10 µM]	11%	.	.	3.5µM*	.
18	CC(C)CC(COCc1cccc(Cl)c1)N1CCN(C(=O)c2ccc(C(F)(F)F)cc2)CCC1=O (centres undefined)	?	.	14%	-26%	-10%	10%	-1%
19	COc1ccc(/C=C/CN2CCN(Cc3ccc(C)cc3)C(CCO)C2)cc1 (centres undefined)	2%	8%	4%	6%	-18%	-9%	-2%
20	O=C(CN1CCOCC1)NCCC12CC3CC(CC(C3)C1)C2	-1%	0%	2%[38.3 µM]	-6%	-7%	4%	0%
21	O=C(COC(=O)CCSc1ccccc1)NCc1ccccc1Cl	-2%	14%[10 µM]	-3%	5%	-3%	14%	15%
22	COc1ccc(CCNCC(=O)Nc2ccc(C)c(S(=O)(=O)N(C)C)c2)cc1OC	3%[15.4 µM]	10%[10 µM]	.	-11%[9.22 µM]	-1%	2%	-8%
23	CSc1nnc([C@H](Cc2c[nH]c3ccccc23)NC(=O)OC(C)(C)C)o1	.	-31%[10 µM]	.	-25%[9.22 µM]	-5%	12%	3%
24	Cc1cc(C)nc(SCCC(=O)N(C)C)n1	-1%	-4%	-5%[38.3 µM]	14%	-1%	1%	-7%
25	CN(C)CCn1c(NC(=O)c2ccc(Cl)cc2)nc2ccccc21	-8%	-7%	-20%[38.3 µM]	-25%	-2%	14%	-6%
26	COc1ccc(NC(=O)Cn2c3ccccc3c3nc4n(c(=O)c32)CCS4)cc1	-1%	-19%	-6%	14%	5%	21%	0%
27	CC(OC(=O)C1CC=CCC1C(N)=O)C(Cl)=C(Cl)Cl (centres undefined)	?	0%	3%[38.3 µM]	2%	-6%	9%	-3%
28	CCn1c(=N)n(CC(O)c2ccccc2)c2ccccc21 (centres undefined)	-2%	-5%	-13%[38.3 µM]	3%	2%	-3%	-5%
29	O=C(NC1CCSC1)c1cccc(Cl)c1 (centres undefined)	.	24%[10 µM]	.	-6%[9.22 µM]	8%	1%	3%
30	Cc1cccc(NC(=O)c2cc(S(=O)(=O)c3ccccc3)ccc2Cl)c1	-13%	-26%	3%[38.3 µM]	-25%	-20%	1%	-10%

By substructure, those above with an NH in an aromatic ring.
nr	Structure	GAA inh	HTT cytoprotect	IMPase Li inh	HttQ103 aggreg	GAA glycogen mod	RGS12 GoLoco inh	aGlu spleen mod
3	Cc1c(-c2ccccc2)n[nH]c1C(=O)NN	2%	.	-7%	21%	-14%	-1%	6%
23	CSc1nnc([C@H](Cc2c[nH]c3ccccc23)NC(=O)OC(C)(C)C)o1	.	-31%[10 µM]	.	-25%[9.22 µM]	-5%	12%	3%

(cont.)
nr	Structure	GAA inh	HTT cytoprotect	IMPase Li inh	HttQ103 aggreg	GAA glycogen mod	RGS12 GoLoco inh	aGlu spleen mod
31	CCOc1ccccc1C1CC(=O)NC(SCC(=O)Nc2nccs2)=C1C#N (centres undefined)	-6%	-15%	-22%[38.3 µM]	37%	7%	18%	0%
32	CCOC(=O)C1CCCN(C(=O)c2sc3nc(-c4ccc(OC)cc4)cn3c2C)C1 (centres undefined)	12%	-14%	5%[38.3 µM]	-7%	2%	4%	-1%
33	Cc1ccc(-c2nnc(SCC(=O)Nc3ccc4c(c3)OCCO4)n2N)cc1	-5%	-2%	-10%[38.3 µM]	-15%	3%	1%	-5%
34	O=C(CN(CCO)c1ccccc1)NC12CC3CC(CC(C3)C1)C2	?	-20%	6%[38.3 µM]	-5%	-22%	5%	-16%
35	N#Cc1c(C(F)(F)F)cc(-c2ccccc2)nc1SCc1nc(N)nc(N2CCOCC2)n1	-5%	-37%	16%[38.3 µM]	7%	-3%	12%	-4%
36	Cc1ccccc1NC(=O)CSc1nnc(Cc2cccn2C)n1-c1ccc(F)cc1	2%	-3%	9%	?	-2%	-1%	-8%
37	S=C(NCC(c1ccco1)N1CCCC1)Nc1ccccc1 (centres undefined)	-9%	-11%	?	1%	8%	14%	.
38	C=CCN(c1ccc(C(=O)Nc2ccc(C)c(C)c2)cc1)S(C)(=O)=O	2%	18%[10 µM]	-5%	-6%	-6%	6%	3%
39	Cc1cc(Nc2ccc3ccccc3c2)n2ncnc2n1	-3%	-30%	3%[38.3 µM]	-4%	7%	7%	0%
40	Cc1ccc(-c2cc(-c3ccccc3Cl)[nH]n2)c(O)c1	-7%	21%	36%[38.3 µM]	-5%	-8%	0%	-7%
41	[O-]c1c[n+](-c2ccccc2)no1	.	2%[10 µM]	.	6%[9.22 µM]	2%	3%	6%
42	Cc1cc(C)c(C(=O)Nc2ccc(S(=O)(=O)Nc3onc(C)c3C)cc2)c(C)c1	-8%	1%[10 µM]	33%[activator][38.3 µM]	-8%	6%	13%	-4%
43	Nc1nnc(CC(=O)N/N=C/c2cc([N+](=O)[O-])cc(Br)c2O)s1	-8%	?	6%	31%[9.22 µM]	?	22%	-9%
44	COc1cc(C(=O)Nc2cc(Cl)ccc2C)c(-n2cnnn2)cc1OC	0%	20%[1.9 µM]	14%[38.3 µM]	6%	0%	1%	-16%
45	CCN(CC)C(=O)c1cncc(C(=O)N(CC)CC)c1-c1ccccc1	-1%	5%[10 µM]	9%[38.3 µM]	1%	9%	7%	-7%
46	O=C(O)c1cc(Cl)c2c(c1)[C@@H]1C=CC[C@@H]1[C@H](c1ccc(S(=O)(=O)N3CCOCC3)cc1)N2	13%	.	-14%	9%	-22%	-13%	3%
47	O=C(Nc1ccc(Br)cc1)c1ccc(F)c(S(=O)(=O)N2CCN(c3ccccn3)CC2)c1	-1%	-9%	9%	-38%	1%	-6%	3%
48	O=C(CNCC1CCCO1)Nc1ccccc1-n1cccc1 (centres undefined)	-5%	18%[10 µM]	-7%	2%	-14%	1%	-8%
49	Cc1cc(C)n(C(=O)CCCCCCCC(=O)n2nc(C)cc2C)n1	6%	-17%[10 µM]	2%	0%	-4%	5%	-3%
50	O=C(c1cccs1)N(Cc1cccc(Cl)c1)C1CCS(=O)(=O)C1 (centres undefined)	3%	-10%[0.074 µM]	11%[38.3 µM]	-4%	0%	5%	4%
51	CCC(=O)N1CCN(c2nc(C)nc3sc(C)c(C)c23)CC1	-5%	-25%[10 µM]	14%[38.3 µM]	-25%	4%	17%	4%
52	CN(C)CCN(C)Cc1ccc2c(c1)Cc1ccccc1-2	-15%	22%	27%[38.3 µM]	17%	-1%	-10%	1%
53	N#Cc1nc(Cc2cccc3ccccc23)oc1NCC1CCCO1 (centres undefined)	-2%[15.4 µM]	-15%[0.074 µM]	1%[38.3 µM]	-9%	-25%	10%	1%
54	O=C(Nc1ccc(Oc2ccc(Cl)cc2)cc1)c1ncn[nH]1	-3%	-10%	1%[38.3 µM]	?	3%	6%	-1%
55	Cc1ccc2[nH]c(=O)c(CN(CC3CCCO3)S(=O)(=O)c3cccc4nsnc34)cc2c1 (centres undefined)	7%	-17%	24%[38.3 µM]	11%	-8%	10%	6%
56	O=C(NC1=NCCS1)C1Cc2ccccc2CN1C(=O)c1ccccc1 (centres undefined)	-10%	-5%	36%[activator][38.3 µM]	-21%	4µM*	2%	-1%
57	COCc1nnc(NC(=O)c2cc(OC)c(OC)cc2[N+](=O)[O-])s1	-2%	26%[10 µM]	-7%	-3%	14%	8%	4%
58	C#CCOCCOCCOCCNc1nc(N2CCN(C(=O)[C@H](CCC(=O)O)n3cc(C(N)Cc4ccc(O)cc4)nn3)CC2)nc(N2CCN(C(=O)[C@H](CCC(=O)O)n3cc(C(N)Cc4ccc(O)cc4)nn3)CC2)n1 (some centres undefined)	.	-8%[10 µM]	-3%	5%[9.22 µM]	-6%	6%	3%
59	COc1ccccc1C(=O)NNC(=O)CCCN1C(=O)/C(=C/c2cccs2)SC1=S	10%	-19%[10 µM]	1%	0%	9%	134%[activator]	-3%

An excerpt. The share of hits here may be higher or lower than overall.
